Screens deposited in PubChem BioAssay by several laboratories.
TROY signal inh: inhibitors of TROY-dependent NF-kB signaling; 360,000 tested, 0.98% active; inhibition, % at 10 µM; Q293 LMP1-TROYcd NF-kB luciferase reporter, 4 h;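 active = compounds whose plate-normalised and pattern-corrected inhibition of the luciferase reporter signal at the single screening dose is 50% or more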
LMP1 NFkB inh: reduces LMP1-driven NF-kappaB luciferase signal | LMP1-induced NF-kappaB luciferase reporter cells, luminescence | inhibition, % at 12.5 µM | 350,000 tested, 0.69% active; in the data active = inhibition above about 41%;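 also: 0% = neutral control wells and 100% = reference inhibitor control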
NCOA3 inh: human NCOA3 inhibition; HEK293 GAL4-SRC3 luciferase reporter, luminescence; inhibition, % at 3.6 µM; 360,000 tested, 0.17% active; AID 588352;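 active = inhibition above a per-campaign cutoff, the mean of all compounds plus 3 SD, cut at about 60% in these data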;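 also: 0% = DMSO-treated cells and 100% = gossypol-treated cells at 36 µM; higher means less SRC3-driven luciferase light from the GAL4 reporter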
KKLEB tox: reduces viability of KKLEB cystic fibrosis airway cells. KKLEB CF airway cells viability, ATPlite luminescence, overnight; active compounds read low; cells stimulated with P. aeruginosa culture filtrate. activity change (cytotoxicity), % at 5 µM. 360,000 tested, 0.36% active. AID 602141;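 active = corrected activity change at or below -50% at 5 µM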
LRH-1 inv ag: suppresses constitutive activity of human LRH-1; O00482; HEK293T StAR-luciferase reporter, LRH-1 transfected, 24 h; inhibition, % at 3.6 µM; 360,000 tested, 0.13% active;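 active = inhibition above the mean inhibition of all tested compounds plus 3 SD, cut at about 73% in these data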;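 also: 0% = DMSO wells and 100% = reporter-only cells lacking LRH-1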
NCOA2 inhibitor: inhibits human steroid receptor coactivator 2; Q15596; HEK293 GAL4-SRC2 luciferase reporter, luminescence; inhibition, % at 9 µM; 370,000 tested, 0.17% active;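 active = inhibition above the mean inhibition of all tested compounds plus 3 SD, set per campaign, cut at about 52% in these data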;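 also: 0% = DMSO treated cells and 100% = cells given Gossypol at 36 µM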
C8 TRAIL sens: sensitizes caspase-8 expressing cells to TRAIL | 360,000 tested, 1% active | inhibition (viability loss, TRAIL sensitization), % at 10 µM | AID 624354 | NB7+C8 cells + TRAIL, ATPlite viability luminescence;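 active = compounds causing at least 50% loss of cell viability in the single-dose screen, relative to plate controls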
NR2F2 inh: inhibitors of human COUP-TFII (NR2F2). HEK293T NGFI-A luciferase reporter, luminescence. 370,000 tested, 0.7% active. inhibition, % at 8.6 µM;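 active = inhibition above a per-plate cutoff, mean inhibition of test wells between control levels plus 3 SD, cut at about 38% in these data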;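 also: cells cotransfected with COUP-TFII expression vector driving the NGFI-A reporter; 0% = median of COUP-TF2 test wells and 100% = reporter-only cells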
SRC1 inh: human NCOA1 inhibition; Q15788; HEK293 GAL4-SRC1 luciferase reporter, luminescence; inhibition, % at 3.6 µM; 360,000 tested, 0.12% active;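 active = inhibition above the campaign mean plus 3 SD, with each screening campaign given its own cutoff, cut at about 60% in these data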;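 also: 0% = DMSO treated cells and 100% = gossypol at 36 µM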
Target sequence (Q15788 whole entry, looked up, the tested form may be a part): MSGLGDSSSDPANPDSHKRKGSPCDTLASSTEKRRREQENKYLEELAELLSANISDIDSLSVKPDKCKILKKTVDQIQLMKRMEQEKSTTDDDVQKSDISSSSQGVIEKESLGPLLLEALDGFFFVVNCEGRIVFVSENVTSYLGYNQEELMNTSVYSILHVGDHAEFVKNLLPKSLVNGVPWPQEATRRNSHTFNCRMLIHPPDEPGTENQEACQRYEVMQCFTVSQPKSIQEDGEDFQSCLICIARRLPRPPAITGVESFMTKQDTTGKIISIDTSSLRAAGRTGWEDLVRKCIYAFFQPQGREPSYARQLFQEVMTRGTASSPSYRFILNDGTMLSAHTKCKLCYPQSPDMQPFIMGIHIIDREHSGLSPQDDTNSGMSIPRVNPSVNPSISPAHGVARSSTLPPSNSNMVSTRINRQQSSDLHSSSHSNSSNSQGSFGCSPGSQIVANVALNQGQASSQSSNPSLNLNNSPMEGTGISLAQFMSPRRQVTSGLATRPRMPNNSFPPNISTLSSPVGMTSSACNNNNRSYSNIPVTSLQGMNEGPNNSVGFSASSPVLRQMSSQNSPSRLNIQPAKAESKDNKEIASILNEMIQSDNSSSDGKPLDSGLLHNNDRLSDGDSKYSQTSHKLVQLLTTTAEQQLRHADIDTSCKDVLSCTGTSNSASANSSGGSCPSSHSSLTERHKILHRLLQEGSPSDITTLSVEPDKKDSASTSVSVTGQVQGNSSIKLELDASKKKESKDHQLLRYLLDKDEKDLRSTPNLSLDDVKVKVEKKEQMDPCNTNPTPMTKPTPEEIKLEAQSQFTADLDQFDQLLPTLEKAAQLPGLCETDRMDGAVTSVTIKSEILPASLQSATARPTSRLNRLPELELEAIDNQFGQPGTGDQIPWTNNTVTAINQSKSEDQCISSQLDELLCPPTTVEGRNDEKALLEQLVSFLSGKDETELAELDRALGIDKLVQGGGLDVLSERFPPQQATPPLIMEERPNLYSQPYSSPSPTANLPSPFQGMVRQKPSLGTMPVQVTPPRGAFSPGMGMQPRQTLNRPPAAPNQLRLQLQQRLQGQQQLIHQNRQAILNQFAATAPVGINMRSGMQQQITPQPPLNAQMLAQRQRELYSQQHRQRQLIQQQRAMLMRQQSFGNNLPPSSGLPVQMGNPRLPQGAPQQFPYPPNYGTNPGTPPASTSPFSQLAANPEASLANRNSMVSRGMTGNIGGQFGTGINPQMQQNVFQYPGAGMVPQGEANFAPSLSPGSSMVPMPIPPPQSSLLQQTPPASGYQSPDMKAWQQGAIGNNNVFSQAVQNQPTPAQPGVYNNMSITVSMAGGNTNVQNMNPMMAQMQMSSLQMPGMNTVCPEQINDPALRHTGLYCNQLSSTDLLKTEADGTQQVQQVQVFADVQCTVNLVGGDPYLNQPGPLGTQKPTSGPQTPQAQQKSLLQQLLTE
TWEAK Fn14 block: inhibitors of TWEAK-Fn14 interaction signaling; TWEAK-stimulated Fn14 reporter cells, luciferase luminescence, 8 h; 360,000 tested, 2% active; inhibition, % at 10 µM; in the data active = inhibition above about 50%
CF NFkB inh: cystic fibrosis NF-kB activation inhibition; KKLEB NF-kB-GFP reporter, PAF-induced, GFP fluorescence overnight; AID 588850; inhibition, % at 5 µM; 360,000 tested, 0.86% active;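 active = at least 50% inhibition at 5 µM, scaled per plate between neutral and stimulator controls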;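 also: PAF is a Pseudomonas aeruginosa culture filtrate used as stimulus; plate controls were PAF-stimulated DMSO wells for no effect and unstimulated DMSO wells for full effect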
The depositor's hits bear a star; . = no result given.

SMILES	TROY signal inh	LMP1 NFkB inh	NCOA3 inh	KKLEB tox	LRH-1 inv ag	NCOA2 inhibitor	C8 TRAIL sens	NR2F2 inh	SRC1 inh	TWEAK Fn14 block	CF NFkB inh
CC1(C)Cc2nc(NCCN3CCOCC3)c(C#N)cc2CO1	-55.1	5.2	-2.7	3.1	-12.8	-33.4	19.2	7.9	-9.5	-20.5	-5.4
CC(=O)Nc1cccc(C(=O)OCC(=O)c2ccc(S(=O)(=O)N3CCCCC3)cc2)c1	19.1	-8.8	-26.4	-5.1	-0.5	-11.8	-1.7	1.5	-3.0	-8.8	19.4
Cc1cccc(-c2cc3nc4c(c(N5CCOCC5)n3n2)CCCC4)c1	16.1	-6.7	-47.6	-15.8	-154.6	-31.6	14.1	-29.1	-82.6	44.1	-5.9
CCOC(=O)c1ccc(NC(=O)CCOc2ccc(OC)cc2)cc1	-0.2	-0.8	6.5	-5.6	5.2	-5.0	1.1	12.1	-26.0	1.3	8.1
CCNC(=O)C1CN(S(=O)(=O)c2ccccc2)CCN1S(=O)(=O)c1ccccc1 (stereo unspecified)	2.5	-2.1	4.2	12.9	14.8	-41.3	-4.6	-2.5	5.9	17.3	-9.7
CN(C)CCNC(=O)c1cccc(-c2cnc3c(NC=O)cc(-c4ccc(S(C)(=O)=O)cc4)cn23)c1	-12.3	.	2.5	-15.5	4.5	5.8	-5.5	-13.4	-27.0	4.1	13.5
Cc1cccc(C(=O)OCC(=O)NCc2ccc3c(c2)OCO3)c1C	3.5	-1.8	2.4	-13.4	-4.9	-8.0	-17.7	-2.1	-53.9	-18.0	36.8
CC(C)=CCN1CCN(Cc2ccc(C#CC(C)(C)O)s2)CC1CCO (stereo unspecified)	-6.4	10.2	8.0	-0.6	7.5	-14.5	4.3	20.9	-2.1	-0.7	7.3
CC(=O)C1=C(C)NC(SCC(=O)c2ccccc2)=C(C#N)C1CC(C)C (stereo unspecified)	-34.3	-6.7	-12.2	-7.3	-6.0	-14.0	5.5	7.5	-16.4	-9.5	14.1
O=C(N/C(=C\c1ccco1)C(=O)N1CCCC(CO)C1)c1ccccc1 (stereo unspecified)	9.0	-3.6	-0.8	8.0	-5.0	-19.4	-8.1	7.6	8.1	23.4	-0.4
O=C(O)c1ccccc1C(=O)N1CCc2c([nH]c3ccccc23)C1C(F)(F)F (stereo unspecified)	6.2	.	-2.1	-0.7	2.8	18.3	-4.2	2.1	4.8	7.4	20.8
Cc1ccc(CNC(=O)c2oc3ccc(S(=O)(=O)N4CCC5(CC4)OCCO5)cc3c2C)cc1	33.7	3.3	-24.7	-25.2	4.5	24.8	30.1	26.4	10.3	53.6*	8.6
CC(NC(=O)Nc1ccc(F)cc1F)c1ccncc1 (stereo unspecified)	-7.4	-3.0	7.8	-8.2	21.1	-13.4	-13.5	5.3	0.8	16.0	-60.6
O=C(Nc1ccncc1)c1ccc(F)cc1	7.0	4.9	20.2	-2.3	-4.9	8.3	-15.3	14.9	9.9	-3.4	5.1
Cc1cc(N2CCN(S(=O)(=O)c3ccc4ccccc4c3)CC2)n2ncnc2n1	6.6	3.4	-5.1	-6.3	4.2	-30.5	-25.4	1.4	-13.7	-15.2	-0.2
Oc1cccc(Nc2nc(-c3ccccc3)nc3ccccc23)c1	-1.9	-5.1	8.5	0.4	39.3	13.5	-6.6	12.9	-2.4	3.2	-20.0
Cc1nc2ccc([N+](=O)[O-])cc2c(=O)n1Cc1cccc(Br)c1	16.5	5.0	-11.5	2.3	16.2	6.2	-18.7	0.5	-4.8	2.5	-12.5
CCOC(=O)N1CCN(C(=O)Cn2nc(-c3ccc(Cl)cc3)ccc2=O)CC1	13.1	-0.4	12.0	1.5	15.1	30.3	-5.9	-19.8	-19.7	8.1	15.2
COc1ccc(N2CCN(C(=O)CCC(=O)NNc3nc4ccccc4c4nc(C)nn34)CC2)cc1	-3.4	-4.5	11.8	8.1	13.1	-0.2	4.2	17.0	2.4	7.5	-12.3
CCC1CCc2c(sc(NC(=O)c3ccoc3C)c2C(N)=O)C1 (stereo unspecified)	8.4	-12.8	-6.8	2.6	-16.6	0.5	3.7	-11.1	-11.2	-4.8	-8.6
Cc1ccc(NC(=S)N2CCC(c3nc4ccccc4s3)CC2)cc1	7.0	9.7	9.5	-11.4	13.4	-27.2	-0.4	-6.4	-64.8	-6.9	9.4
Cc1c(NC(=O)Cc2ccccc2)cccc1C(=O)NN1C(=O)c2ccccc2C1=O	-5.4	-1.8	19.7	12.6	10.1	13.7	0.9	7.2	-11.2	1.9	0.0
CSc1nnc2c(n1)OC=Nc1ccc(Br)cc1-2	-18.4	0.2	-6.0	-2.5	8.3	12.6	-8.2	6.3	-10.8	-5.9	-4.4
CS(=O)(=O)c1ccc(C(=O)Nc2ccc(S(=O)(=O)N3CCCCC3)cc2)cc1	2.2	2.5	9.7	-4.5	-1.9	-1.7	-3.5	5.3	-4.7	0.1	3.9
NC(N)=Nc1ccc(N=C(N)N)cc1	7.0	3.9	9.1	0.1	-4.3	-9.6	9.3	2.4	21.6	15.2	4.5
SMILES	TROY signal inh	LMP1 NFkB inh	NCOA3 inh	KKLEB tox	LRH-1 inv ag	NCOA2 inhibitor	C8 TRAIL sens	NR2F2 inh	SRC1 inh	TWEAK Fn14 block	CF NFkB inh
CC1CCCN(C(=O)CSc2nnc(-c3cccs3)o2)C1 (stereo unspecified)	-31.2	-2.3	-77.3	4.0	-113.5	-65.6	34.8	-50.8	-89.4	30.4	8.2
O=C1CCN(CCc2ccccc2)CCN1[C@H](CO)Cc1ccccc1	-10.3	1.7	5.9	-13.3	6.3	-16.9	10.7	4.4	2.2	-14.1	0.0
O=C(c1ccc(COc2ccc(Cl)cc2)o1)N1CCN(Cc2ccc3c(c2)OCO3)CC1	43.5	20.5	5.6	1.9	-0.6	11.9	8.9	8.8	-6.3	29.5	-16.4
CC(C)CC1CCCC12NC(=O)NC2=O (stereo unspecified)	1.4	-3.5	-5.5	2.4	15.8	-11.4	-4.7	6.0	11.3	5.5	-7.0
CCOc1ccc(CCNC(=O)CCc2nc(-c3ccc(OC)cc3)no2)cc1OCC	4.8	-7.7	17.5	8.9	0.9	18.8	29.4	12.2	-1.4	19.5	-6.1
COc1ccc(C(CNC(=O)c2ccc(C)c(S(=O)(=O)Nc3ccccc3OC)c2)N2CCCC2)cc1 (stereo unspecified)	-6.0	-8.7	19.4	-1.1	-8.0	3.5	-2.9	-17.5	-0.1	8.0	-11.9
Cc1cccc(C(=O)c2c[nH]cc2-c2ccccc2)c1	-2.4	-2.5	8.3	-5.7	-10.4	15.0	-8.8	-4.0	-1.2	10.0	10.5
CCc1nc2ccccc2c(C(=O)OCC(=O)Nc2ccc(S(=O)(=O)N3CCOCC3)cc2)c1C	24.5	-5.8	-0.8	3.4	14.4	4.4	13.3	14.2	15.4	40.5	3.7
COc1ccc(CCNc2nc3ccc(C)cc3n3cnnc23)cc1OC	-9.3	-4.5	4.7	-10.4	16.7	-5.9	-15.5	-0.2	-2.7	-9.5	11.3
CSc1nnc(C2CCN(CC(=O)Nc3ccccc3N3CCOCC3)CC2)n1C	-8.2	-4.7	13.7	-1.7	-3.9	-11.2	-5.8	-5.6	-3.9	21.7	8.7
CCS(=O)(=O)NCCc1cc2cc(C)c(C)cc2[nH]c1=O	4.4	-19.2	3.3	2.9	-6.5	-15.1	-3.9	0.7	-3.2	-9.3	14.2
C=CCn1c(Oc2ccc(C(=O)OC)cc2)nc2c1c(=O)n(C)c(=O)n2C	13.5	13.1	22.1	-27.5	12.9	-4.5	-6.2	11.2	6.2	47.6	41.1
COCCNc1nc(C)cc(-c2cc(C(=O)NCc3ccccc3)on2)n1	-16.2	4.2	-2.7	-8.7	3.5	-15.2	-2.9	-13.1	-4.2	-8.6	-17.2
CCn1cnc2cc(NCc3ccncc3)ccc21	5.6	-16.3	-13.9	2.8	-4.3	8.8	9.1	3.1	-20.3	6.5	-5.6
Cc1n[nH]c(C)c1S(=O)(=O)N1CCN(C(=O)c2ccco2)CC1	-8.0	2.3	9.1	-14.0	6.4	-13.3	-4.1	-1.1	-1.3	-13.9	-1.6
O=C(CNC(=O)c1ccccc1)OCN1C(=O)c2ccccc2C1=O	-14.1	3.8	3.5	-2.7	3.3	13.2	-13.2	-0.1	3.9	-5.0	4.9
N/C(=N\OC(=O)/C=C/c1ccccc1Cl)c1ccccn1	68.0*	2.1	-40.8	-25.0	-142.6	13.7	30.7	-9.6	-83.2	75.1*	5.8
COc1ccc(C(=O)N2CCc3c([nH]c4ccccc34)C2C(F)(F)F)cc1 (stereo unspecified)	19.8	4.1	30.3	-12.6	15.4	-0.3	-9.7	13.9	-13.5	16.1	12.3
Cn1c(SCC(=O)NC2CCCCC2)nnc1C(F)(F)F	-1.8	2.7	-6.0	7.9	-1.3	4.5	-12.3	-0.8	5.3	7.2	-18.6
CCn1c(N2CCN(C(=O)c3ccco3)CC2)nc2ccccc21	-7.9	10.8	-2.4	-4.2	-19.3	-20.4	11.8	-8.1	19.7	9.0	10.3
O=C(NCc1ccccc1Br)c1cccc2c1C(=O)c1ccc(-c3ccc(OC(F)(F)F)cc3)cc1S2(=O)=O	1.7	-47.2	-4.9	-18.6	0.1	.	53.9*	.	-0.6	-94.1	12.8
CC(=O)Nc1ccc(NC(=O)CCOc2cc(C)ccc2C)cc1	-7.9	0.0	-6.0	-2.1	-16.1	28.7	-0.4	0.1	-8.9	-9.7	2.6
O=C(Nc1ccccc1N1CCN(C(=O)c2ccc(Cl)cc2)CC1)c1cc2ccccc2o1	-25.7	-18.1	-4.1	6.8	8.6	6.1	5.1	15.6	0.6	20.6	-7.3
Fc1ccccc1OCCSc1ncnc2nc[nH]c12	-19.1	-6.0	-26.7	4.5	-3.6	-2.0	0.9	-12.9	-45.1	-25.6	6.5
CCOc1ccc(OCC)c(NC(=O)C2C3C=CC(O3)C2C(=O)O)c1 (stereo unspecified)	7.0	-2.9	5.0	-13.1	8.4	-8.7	5.0	-2.3	-14.7	-2.0	18.7
CN1CCN(c2nc3c(c(=O)[nH]c(=O)n3C)n2CCSc2nnnn2-c2ccccc2)CC1	-6.7	-0.3	-19.0	12.5	-11.4	6.9	-1.3	-4.6	10.1	-6.2	-11.5
COc1cccc(/C=N/n2nnnc2N)c1OCc1ccccc1Cl	-11.6	-9.6	0.4	5.5	-0.1	6.6	-7.7	0.7	5.4	-10.3	-7.5

Rewritten bar-delimited: part of the list above.
SMILES | TROY signal inh | LMP1 NFkB inh | NCOA3 inh | KKLEB tox | LRH-1 inv ag | NCOA2 inhibitor | C8 TRAIL sens | NR2F2 inh | SRC1 inh | TWEAK Fn14 block | CF NFkB inh
Fc1ccccc1OCCSc1ncnc2nc[nH]c12 | -19.1 | -6.0 | -26.7 | 4.5 | -3.6 | -2.0 | 0.9 | -12.9 | -45.1 | -25.6 | 6.5
CCOc1ccc(OCC)c(NC(=O)C2C3C=CC(O3)C2C(=O)O)c1 (stereo unspecified) | 7.0 | -2.9 | 5.0 | -13.1 | 8.4 | -8.7 | 5.0 | -2.3 | -14.7 | -2.0 | 18.7
CN1CCN(c2nc3c(c(=O)[nH]c(=O)n3C)n2CCSc2nnnn2-c2ccccc2)CC1 | -6.7 | -0.3 | -19.0 | 12.5 | -11.4 | 6.9 | -1.3 | -4.6 | 10.1 | -6.2 | -11.5
COc1cccc(/C=N/n2nnnc2N)c1OCc1ccccc1Cl | -11.6 | -9.6 | 0.4 | 5.5 | -0.1 | 6.6 | -7.7 | 0.7 | 5.4 | -10.3 | -7.5
